Assay outcomes as filed in PubChem.
Tb PFK inh: blocks T. brucei phosphofructokinase | O15648 | T. brucei PFK, ADP-Glo luminescence | 330,000 compounds, 0.17% hits | Potency, µM (series often up to 57.5 µM), for inactives: at the highest dose activity, negative = inhibition, actives largely listed as inhibitors | AID 485367;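 further: potency means the concentration at half of the fitted maximal effect; 0% = uninhibited 1x PFK enzyme wells and -100% = no-enzyme wells; nearly all actives have a fitted effect of over 60% in size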
Target sequence (O15648 whole entry, looked up): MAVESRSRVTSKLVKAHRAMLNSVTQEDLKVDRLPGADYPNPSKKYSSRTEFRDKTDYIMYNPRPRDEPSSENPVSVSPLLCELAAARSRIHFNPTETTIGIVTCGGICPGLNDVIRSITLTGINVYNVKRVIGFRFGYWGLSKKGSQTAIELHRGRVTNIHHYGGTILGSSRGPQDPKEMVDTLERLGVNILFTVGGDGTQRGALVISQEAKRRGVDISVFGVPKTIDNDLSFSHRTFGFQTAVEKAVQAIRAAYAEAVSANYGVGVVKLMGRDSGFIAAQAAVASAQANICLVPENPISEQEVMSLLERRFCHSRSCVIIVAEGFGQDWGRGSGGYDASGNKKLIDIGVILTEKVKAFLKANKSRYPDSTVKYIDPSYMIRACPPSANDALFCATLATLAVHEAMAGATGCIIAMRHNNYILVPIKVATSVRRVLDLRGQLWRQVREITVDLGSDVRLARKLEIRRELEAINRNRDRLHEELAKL
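Luminescent ADP detection (ADP-Glo, two-step: ATP depletion then ADP-to-ATP conversion for luciferase) reported PFK activity after 45 min room-temperature reaction of 1.25 nM enzyme with 0.5 mM F6P and 0.1 mM ATP at pH 8.0.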
NPC1 prom act: activators of NPC1 promoter. Huh7 NPC1 promoter luciferase reporter, 24 h. Potency, µM (top dose mostly 9.22 µM), inactives show top-dose activation, actives largely listed as activators. 320,000 compounds, 2.4% hits. AID 485313;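 further: potency means the concentration at half of the fitted maximal effect; % of control where 0% means no effect; nearly all actives have a fitted effect of over 60% in size; reporter is driven by a mutant NPC1 promoter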
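Cells: Huh7 expressing luciferase under the NPC1 promoter, 1500/well. Seeded 2 h, compound added, incubated 24 h at 37 °C. Luciferase reagent, 10 min ambient, then luminescence.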
BRCA1 expr act: activators of BRCA1 expression; MCF7-BRCA1-FFLuc reporter, luminescence, 48 h; response scale: scaled: vehicle 0%, 10 µM genistein 100%; AID 624202; 380,000 compounds, 1.1% hits; Potency, µM (top dose mostly 46.1 µM), for inactives: at the top dose activation, most hits filed as activators; further: potency means the concentration at half of the fitted maximal effect; nearly all actives have a fitted effect of over 80% in size; some results filed as inactive show a strong effect at the top dose
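Quantitative HTS in MCF7 cells stably reporting BRCA1 expression via firefly luciferase. Compound treatment lasts 48 h at 37 °C in phenol-red free MEM. Activation is expressed relative to genistein at 10 microM and DMSO.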
Gal4-VP16 FLuc: inhibits Gal4-VP16 luciferase reporter, ROR gamma counter-screen. AID 2546. Drosophila S2 Gal4-VP16 UAS-luciferase, luminescence, 20 h. 310,000 compounds, 3.5% hits. Potency, µM (doses to about 53.6 µM), for the others: at the highest dose activity, negative = inhibition, actives largely listed as inhibitors;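 further: Gal4-VP16 expression switched on by copper sulfate through the metallothionein promoter; potency means the concentration at half of the fitted maximal effect; on the % scale 0 is the no-effect control and ±100 the full control effect; nearly all actives have a fitted effect of over 50% in size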
ELG1 genotox: genotoxicity induction in ELG1-luciferase HEK293T cells. HEK293T ELG1-luciferase reporter, luminescence, 16 h. Potency, µM (series often up to 46 µM), inactives show at the highest dose activity change, positive = activation, most hits filed as activators. 330,000 compounds, 1.3% hits. AID 504466; further: potency means the concentration at half of the fitted maximal effect; % of control where 0% means no effect; nearly all actives have a fitted effect of over 60% in size
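Step 1: seed 2,000 HEK293T ELG1-luciferase cells per well. Step 2: add compound or DMSO, incubate 16 hr at 37 °C. Step 3: ONE-Glo, 30 min at room temperature, read luminescence.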
TRPV1 ag: human TRPV1 agonism; TRPV1-expressing cells, Fluo-8 calcium influx, agonist mode; activation, % at 8.33 µM; 320,000 compounds, 0.19% hits; in the data active means activation above about 80%; inconclusive means between about 30% and that limit; further: 0% is about no effect
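TRPV1-expressing cells were cultured overnight at 35.5C and loaded with Fluo-8 calcium dye for 40 to 90 min at room temperature. After a 10 s baseline, compound was added and calcium influx was read kinetically for 3 min (ex 480/em 520 nm).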
RORg inh: blocks mouse ROR gamma transcriptional activity. P51450. Drosophila S2 Gal4-RORgamma UAS-luciferase reporter, 20 h. Potency, µM (highest dose often 53.6 µM), without a hit: at the top dose activity change, negative = inhibition, most hits filed as inhibitors. 310,000 compounds, 5.4% hits; further: potency means the concentration at half of the fitted maximal effect; on the % scale 0 is the no-effect control and ±100 the full control effect; nearly all actives have a fitted effect of over 60% in size
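Stably transfected Drosophila Schneider cells are the test system, with ROR gamma fused to Gal4 and luciferase under UAS control; luminescence is read after 20 hr of 700 uM copper sulfate induction at ambient temperature.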
p53 reactivator: restores transcriptional activity of mutant p53; AID 504706; 320,000 compounds, 0.063% hits; Potency, µM (series often up to 92.2 µM), for inactives: at the top dose activity change, positive = activation, usual class: activators; H1299 p53-A138V BP100-luciferase reporter, luminescence, 24 h; further: potency means the concentration at half of the fitted maximal effect; % of control where 0% means no effect; nearly all actives have a fitted effect of over 45% in size
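p53-null H1299 cells stably carrying temperature-sensitive p53-A138V and a BP100-luciferase reporter were pinned with compounds (4-point, 1:5 series) and held 24 hrs at 37 deg C. Luminescence was read 10 min after detection reagent.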
FLuc counter: inhibits or activates purified firefly luciferase, miR-21 counter-screen; Potency, µM (top dose mostly 57.5 µM), inactives show at the highest dose activity change, negative = inhibition, actives largely listed as inhibitors; purified FLuc, Km substrates, luminescence inhibition; P08659; 360,000 compounds, 6.9% hits;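 further: potency means the concentration at half of the fitted maximal effect; plate controls were vehicle for no effect and reference inhibitor for full effect; nearly all actives have a fitted effect of over 55% in size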
Target sequence (P08659 whole entry, looked up): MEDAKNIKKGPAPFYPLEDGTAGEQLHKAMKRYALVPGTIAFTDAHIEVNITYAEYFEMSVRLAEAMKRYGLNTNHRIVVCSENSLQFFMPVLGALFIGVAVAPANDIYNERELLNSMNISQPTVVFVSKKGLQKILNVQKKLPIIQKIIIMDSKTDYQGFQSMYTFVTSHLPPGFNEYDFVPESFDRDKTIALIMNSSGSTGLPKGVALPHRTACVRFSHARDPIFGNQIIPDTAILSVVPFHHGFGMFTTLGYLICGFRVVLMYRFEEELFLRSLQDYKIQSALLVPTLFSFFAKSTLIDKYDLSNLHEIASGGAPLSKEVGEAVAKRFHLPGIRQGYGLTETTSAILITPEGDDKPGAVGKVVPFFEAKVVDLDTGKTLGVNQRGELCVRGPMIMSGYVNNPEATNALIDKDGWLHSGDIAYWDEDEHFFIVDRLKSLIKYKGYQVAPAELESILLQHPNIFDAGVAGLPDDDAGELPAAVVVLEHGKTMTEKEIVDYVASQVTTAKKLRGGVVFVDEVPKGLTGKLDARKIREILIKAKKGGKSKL
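Biochemical qHTS of compounds, final roughly 60 µM downward over six points, against 10 nM purified firefly luciferase using Km concentrations of substrates (10 uM D-luciferin, 10 uM ATP) in Tris acetate pH 7.5 buffer; luminescence output.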
Rab9 promoter act: activates the Rab9 promoter; 320,000 compounds, 2.8% hits; Potency, µM (top dose mostly 9.22 µM), for inactives: at the highest dose activation, negative = inhibition, actives largely listed as activators; Huh7 Rab9 promoter-luciferase reporter, luminescence, 24 h; AID 485297; further: potency means the concentration at half of the fitted maximal effect; % of control where 0% means no effect; nearly all actives have a fitted effect of over 60% in size
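Luminescence read-out: Huh7 cells stably expressing Rab9-luciferase, treated 24 h with compound at 37 °C, then lysed with luciferase reagent for 10 min at ambient before reading.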
ELG1 repair inh: inhibitors of ELG1-dependent DNA repair in HEK293T cells. HEK293T ELG1-luciferase reporter, luminescence, 16 h; DNA damage induced by 5-fluorouridine. 330,000 compounds, 2.3% hits. Potency, µM (top dose mostly 46.1 µM), without a hit: at the top dose activity change, negative = inhibition, hits mostly inhibitors; further: potency means the concentration at half of the fitted maximal effect; on the % scale 0 is the no-effect control and ±100 the full control effect; nearly all actives have a fitted effect of over 55% in size
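Reporter activity after DNA damage by 5-fluorouridine is monitored. Compound-treated cells incubate 16 hr at 37 °C, then ONE-Glo is added for 30 min before luminescence reading.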
Active calls of the source: *; ? = inconclusive; . = not tested or not shown; [ ] = another dose, or the depositor's remark. Unless noted, the call rests on the fitted dose curve; in most records, active means well fitted curve in the direction sought with a large enough effect; inconclusive means small, poorly fitted or top-dose-only effect, or another doubt; inactive means no such curve, though single readings can be large; an effect the other way counts as inactive or inconclusive.

SMILES	Tb PFK inh	NPC1 prom act	BRCA1 expr act	Gal4-VP16 FLuc	ELG1 genotox	TRPV1 ag	RORg inh	p53 reactivator	FLuc counter	Rab9 promoter act	ELG1 repair inh
COc1cccc(C2/C(=C(\O)c3ccc4c(c3)OCCO4)C(=O)C(=O)N2Cc2cccnc2)c1 (configuration not stated)	2%	-3%	-6%	10%	-1%	-2	1%	1%	4%	-2%	20%
CCOc1ccc(-n2c(SCC(=O)Nc3ccc(CC)cc3)nc3n[nH]c(C)c3c2=N)cc1	1%	-6%	-29%	?	-14%	-2	?	-5%	-1%	-8%	?
NNC(=O)CCc1c[nH]c2ccccc12	-2%	0%	-25%	-4%	0%	2	?	-2%	-2%	8%	8%
CC(Oc1ccc(Cl)cc1)C(=O)N/N=C/c1ccsc1 (configuration not stated)	0%	6%	-6%	?	1%	-6	11µM*	0%	1%	2%	-7%
Cc1c(OC(C)C(=O)NCc2cccnc2)ccc2c3c(c(=O)oc12)CCCC3 (configuration not stated)	1%	-4%	16%	-6%	0%	16	20%	-7%	2%	3%	-12%
COc1ccc(OC)c(CN2CCN(C(=O)c3cc(S(=O)(=O)Nc4ccccc4OC)ccc3C)CC2)c1	-1%	2%	-35%	1%	-9%	0	10%	-25%	6%	-4%	23µM*
CC(C)(C)c1ccc(C(=O)Nc2cccc3ncccc23)cc1	1%	-2%	6%	?	-4%	?	?	3%	13µM*	5%	-17%
O=C(NC1CCN(C(=O)NC2CCCCC2)CC1)c1ccco1	0%	-2%	1%	0%	14%	-2	1%	-3%	-1%	5%	0%
CCOc1ccc(-c2noc(-c3cccnc3)n2)cc1OC	-5%	?	8.9µM*	-1%	12%	-9	2%	?	13µM*	25%	?
Cc1ccc(C)c(S(=O)(=O)NCC(=O)OCC(=O)Nc2sccc2C(N)=O)c1	-2%	-1%	-4%	.	4%	1	.	5%	1%	-3%	9%
CC(C)(C)NC(=O)C[C@H]1C[C@H](C(=O)N2CCOCC2)[C@@]2(CCC3CCCC3)c3[nH]c4ccc(Cl)cc4c3CCN2C1=O	0%	.	-70%	.	-4%	.	.	9%	.	.	?
Cc1cccc(NC(=O)c2sc3nc4c(c(-c5cccs5)c3c2N)CN(C)CC4)c1	4%	-2%	30%	-6%	2%	-5	3%	2%	-14%	2%	?
O=C(CCN1C(=O)C2C3CCC(C3)C2C1=O)OCC(=O)c1cccc([N+](=O)[O-])c1 (configuration not stated)	0%	0%	-2%	-5%	8%	-2	0%	-1%	-1%	-2%	-1%
Cc1cc2c(cc1C)CSC(c1ccc(O)cc1)SC2	0%	-4%	20%	?	-1%	-2	24%	6%	7%	0%	1%
CCc1nc2ccc(C(=O)N(CC)CC(=O)Nc3c(F)cccc3F)cc2nc1CC	8%	-3%	6%	.	0%	1	.	-6%	-2%	-2%	-11%
COC(=O)c1ccc2c(=O)n(CCN3CCOCC3)c(SCC(=O)Nc3cccc(OC)c3)nc2c1	2%	-7%	1%	9%	2%	-2	14%	-3%	3%	-1%	-4%
C/C(=N\NC(=O)CCC(=O)Nc1ccc(C)c(C)c1)c1cccs1	1%	-12%	22%	8%	2%	0	-16%	-3%	0%	-4%	2%
CCN1CCN(c2ccc(S(=O)(=O)N3CCOCC3)cc2NC(=O)CCSC)CC1	-1%	-2%	6%	.	0%	-1	.	-7%	-3%	-4%	-2%
CS(=O)(=O)N1CCC(Oc2ccccc2C(=O)N2CCC[C@H]2CO)CC1	0%	-1%	11%	-3%	14%	0	45%	?	-11%	0%	?
Cc1ccc(S(=O)(=O)CCC(=O)OCc2ccccc2F)cc1	0%	-1%	15%	-4%	1%	19	0%	-2%	2%	-4%	0%
O=C(O)c1ccccc1N(Cc1ccccc1)C(=O)CO/N=C/c1ccccc1	-3%	-4%	-18%	-5%	-1%	1	2%[10 µM]	-2%	-2%	-1%	-1%
O=C(O)c1ccc(O)c(N2C(=O)Nc3ccccc3N2O)c1	0%	-2%	10%	-10%	3%	-3	-15%	17%	-1%	-13%	16%
O=C(CSc1nnc(C2COc3ccccc3O2)o1)N1CCN(c2ccccc2)CC1 (configuration not stated)	0%	-4%	-4%	3%	0%	6	13%	2%	0%	5%	?
O=C(NCc1ccccc1)c1ccc(OC2CSC2)cc1	-25%	12%	23%	.	12%	22	-5%[0.365 µM]	8%	-1%	7%	12%
S=c1[nH]nc(-c2ccc3ccccc3n2)n1Cc1ccccc1	-4%	3%	2%	5.6µM*	-1%	25	2.2µM*	-1%	-1%	-3%	?
O=C(N/N=C/c1cn(Cc2ccccc2)c2ccccc12)c1ccncc1	-3%	-8%	-3%	?	-5%	8	2.8µM*	-2%	?	-9%	18µM*
CCOc1nc(Oc2cccc(C(=O)O)c2)nc(Oc2cccc(C(=O)O)c2)n1	1%	-5%	0%	3%	6%	-4	-6%	7%	5%	9%	1%
Cc1ccc2[nH]c(=O)c(C(c3nnnn3Cc3ccccc3)N3CCc4ccccc43)cc2c1 (configuration not stated)	1%	0%	-45%	15%	-16%	15	0%	8%	5%	8%	-23%
CCOC(=O)C1=C(C)Nc2ccccc2N/C1=N\S(=O)(=O)c1ccccc1	-5%	-3%	-4%	.	-3%	9	.	-3%	11%	-3%	-29%
CCOc1ccc(C(=O)N/N=C/c2cc(Cl)ccc2[N+](=O)[O-])cc1	3%	-2%	-2%	5.6µM*	0%	6	?	6%	3%	-5%	8%
Cc1ccc(S(=O)(=O)N(CC(=O)N2CCC(C)CC2)c2cccc(C)c2)cc1	-5%	-1%	-2%	-1%	2%	?	-17%	-4%	3%	-1%	-6%
Cc1cc(C)c(C(=O)NC2CC(C)(C)Cc3c2cnn3-c2cccc(F)c2)[nH]1 (configuration not stated)	1%	-3%	-22%	.	-6%	12	.	.	-2%	-1%	?
CCc1ccc(C(=O)C(C)OC(=O)Cn2cnc3c2c(=O)n(C)c(=O)n3C)cc1 (configuration not stated)	0%	7%	5%	.	-6%	2	.	0%	-47%	-1%	12%
Cc1ccc(C(=O)NC(=S)Nc2ccc(CN3CCCCC3)cc2)c(C)c1	1%	0%	-4%	?	-11%	0	13µM*	2%	2%	-6%	-7%
Fc1ccc(Sc2cc(Cl)c(-c3ccccc3)nn2)cc1	-3%	-7%	-3%	-4%	0%	5	-9%	-2%	-2%	1%	1%
O=C(NCc1cccs1)C1CCC(CNS(=O)(=O)c2cccc3nsnc23)CC1 (configuration not stated)	1%	1%	26%	-4%	-9%	-3	21%	1%	2%	-4%	-29%
COc1ccc(Cc2nnc(NC(=O)c3cccc([N+](=O)[O-])c3C)s2)cc1	-13%	0%	0%	-3%	2%	19	-21%	-7%	0%	2%	2%
CN(C1=NC(=O)CS1)c1ccc(O)cc1	2%	-4%	0%	5%	2%	-1	-9%	2%	4%	-6%	?
Cc1nn(-c2ccccc2)c(C)c1-c1nnc(-c2c(C)nn(-c3ccccc3)c2C)o1	0%	-3%	-22%	-7%	-13%	2	41%	-5%	?	-5%	0%
O=C(CCN1C(=O)C2C3C=CC(C3)C2C1=O)N1CCN(c2ccc(F)cc2)CC1 (configuration not stated)	-11%	-1%	2%	0%	-4%	15	13%	4%	-2%	-4%	4%
O=C(Nc1ccc2nccnc2c1)c1ccco1	3%	?	10µM*	29%[10 µM]	?	1	43%	13%	?	?	?
CCC(=O)N1CCN(c2ccccc2NC(=O)c2ccc(-c3cccc([N+](=O)[O-])c3)o2)CC1	10%	0%	-21%	-1%	-6%	-3	-2%	-3%	-13%	-2%	9.2µM*
Cc1ccc2oc(C(=O)Nc3ccc(S(=O)(=O)Nc4onc(C)c4C)cc3)c(C)c2c1	0%	24%	11µM*	-4%	?	-2	?	11%	7.6µM*	?	?
O=C(c1ccc(Cl)cc1)N(Cc1ccc(Br)cc1)N1C(=O)CCC1=O	-3%	-4%	-12%	4%[10 µM]	-3%	13	33%	4%	-1%	14%	12%
COc1ccc(CCNC(=O)CCNC(=O)N2CC(=O)Nc3ccccc32)cc1	-2%	-1%	1%	9%	0%	-5	-18%	-2%	-1%	-1%	10%

Compounds were not picked by outcome (roughly 15% active in at least one column).
